Assay outcomes as filed in PubChem BioAssay.
HttQ103 aggreg: inhibitors of mutant huntingtin aggregate formation in PC12 cells | PC12 HttQ103-GFP aggregates, Acumen cytometry, 40 h | Potency, µM (series often up to 46.1 µM), for the others: at the highest dose activity change, negative = inhibition, hits mostly inhibitors | 1.1% of 220,000 active; also: potency is read from the fitted curve at half-maximal effect; % is scaled to controls: 0 for no effect and ±100 for the full control effect; nearly all actives have a fitted effect of over 60% in size
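Using laser scanning cytometry, GFP-positive aggregates were counted after lysis of PC12 cells induced with 100 nM tebufenozide to express HTT exon 1 Q103–GFP. Compounds were tested in titration.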
NPSR antag: blocks cAMP signaling of the human neuropeptide S receptor; Q6W5P4; CHO-NPSR cells, cAMP TR-FRET, antagonist mode; Potency, µM (doses to about 38.3 µM), without a hit: top-dose activity change, negative = inhibition, hits mostly inhibitors; 1% of 220,000 active; AID 1461; also: potency is read from the fitted curve at half-maximal effect; % is scaled to controls: 0 for no effect and ±100 for the full control effect; nearly all actives have a fitted effect of over 50% in size; many of its hits are not listed in these tables
Target sequence (Q6W5P4 whole entry, looked up): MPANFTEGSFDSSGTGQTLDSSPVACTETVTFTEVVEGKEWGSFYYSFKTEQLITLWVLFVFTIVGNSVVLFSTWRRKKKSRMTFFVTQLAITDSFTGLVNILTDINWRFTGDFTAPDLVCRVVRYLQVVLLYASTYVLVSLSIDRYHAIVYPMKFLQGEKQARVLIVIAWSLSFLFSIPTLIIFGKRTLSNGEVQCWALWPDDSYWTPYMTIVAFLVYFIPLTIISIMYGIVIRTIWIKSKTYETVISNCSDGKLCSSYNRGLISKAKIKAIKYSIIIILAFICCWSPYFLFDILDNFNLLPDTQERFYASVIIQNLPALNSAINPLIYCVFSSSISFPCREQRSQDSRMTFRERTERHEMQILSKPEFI
IMPase Li cell: membrane-permeable IMPase blocker, potentiated with lithium; CHO-M1 cells, IP1 TR-FRET (IP-One), carbachol + lithium; Potency, µM (titrated, usually from 59.4 µM), for the others: at the top dose activity, negative = IMPase inhibition, most hits filed as inhibitors; 0.35% of 210,000 active; AID 1457;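 also: IP1 builds up when IMPase is blocked and the TR-FRET signal falls; potency is read from the fitted curve at half-maximal effect; plate controls were basal vehicle for no effect and high inhibitor control for full effect; nearly all actives have a fitted effect of over 50% in size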
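Steps: plate 2000 CHO-M1 cells per well and culture 16–30 h; add compound and lithium; incubate 30 min, 37C; add d2-IP1 tracer and Eu cryptate anti-IP1 antibody in lysis buffer; read after 10 min at room temperature.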
L3MBTL1 inh: inhibitors of human L3MBTL1; Q9Y468; AlphaScreen L3MBTL1–H3K9me1 peptide binding; Potency, µM (series often up to 57.1 µM), without a hit: at the top dose activity, negative = inhibition, usual class: inhibitors; 0.66% of 230,000 active; AID 485360; also: potency is read from the fitted curve at half-maximal effect; % is scaled to controls: 0 for no effect and ±100 for the full control effect; nearly all actives have a fitted effect of over 60% in size
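First, the protein-peptide complex forms for 30 min at room temperature (L3MBTL1 50 nM, biotinylated H3K9me1 peptide 75 nM). Next, compounds are pin-transferred and incubated 30 min. Finally, AlphaScreen beads are added and read after 30 min.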
Epigenetic derep: regulators of epigenetic silencing causing reporter derepression in mouse cells | murine LDR cells, GFP reporter derepression, 30 h | Potency, µM (titrated, usually from 53.9 µM), for the others: at the top dose GFP activation, usual class: activators | 0.2% of 280,000 active | AID 1865; also: potency is read from the fitted curve at half-maximal effect; % of control where 0% means no effect; nearly all actives have a fitted effect of over 60% in size
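GFP-positive cell count by laser-scanning cytometry (objects 20–120 um) after 30 h, 37 C compound exposure of murine LDR cells; reporter is CMV-GFP integrated at a silenced locus, inducible by HDAC or DNMT inhibitors.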
CBFb-RUNX1 inh: inhibitors of human CBF-beta and RUNX1 interaction | Q01196+Q13951 | AlphaScreen CBFb-His/RUNX1-biotin binding, biochemical | Potency, µM (doses to about 59.8 µM), for inactives: at the top dose activity, negative = inhibition, hits mostly inhibitors | 230,000 tested, under 10 active; also: % of control where 0% means no effect
Target sequence (Q01196 whole entry, looked up): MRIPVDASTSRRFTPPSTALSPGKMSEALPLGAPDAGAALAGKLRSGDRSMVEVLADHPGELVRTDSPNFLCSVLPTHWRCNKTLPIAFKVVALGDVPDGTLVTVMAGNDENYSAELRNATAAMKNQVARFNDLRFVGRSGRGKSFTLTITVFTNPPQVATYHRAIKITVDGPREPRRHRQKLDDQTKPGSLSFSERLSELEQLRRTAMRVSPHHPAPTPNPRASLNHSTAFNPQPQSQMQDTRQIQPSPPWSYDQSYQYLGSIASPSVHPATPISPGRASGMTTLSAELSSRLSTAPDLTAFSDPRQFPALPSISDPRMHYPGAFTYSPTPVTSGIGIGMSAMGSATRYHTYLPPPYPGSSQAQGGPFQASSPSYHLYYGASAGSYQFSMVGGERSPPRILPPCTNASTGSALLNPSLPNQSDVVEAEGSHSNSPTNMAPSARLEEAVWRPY
Target sequence (Q13951 whole entry, looked up): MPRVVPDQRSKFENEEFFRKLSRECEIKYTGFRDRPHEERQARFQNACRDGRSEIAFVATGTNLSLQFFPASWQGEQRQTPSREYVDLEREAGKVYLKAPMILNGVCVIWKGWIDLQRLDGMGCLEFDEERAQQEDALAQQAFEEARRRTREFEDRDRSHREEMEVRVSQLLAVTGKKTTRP
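CBF-beta (His) and RUNX1 (biotin), 30 nM each; 20 min preassociation; + compound, 15 min; + beads 50 ng each (Ni, streptavidin), 90 min; RT; AlphaScreen read.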
KinaseGlo FLuc: Kinase-Glo luciferase inhibition (counter-screen) | Kinase-Glo luciferase, ATP luminescence, 8 min | Potency, µM (top dose mostly 38.3 µM), for inactives: at the highest dose activity change, negative = inhibition, hits mostly inhibitors | 0.28% of 200,000 active | AID 1379; also: potency is read from the fitted curve at half-maximal effect; % is scaled to controls: 0 for no effect and ±100 for the full control effect; nearly all actives have a fitted effect of over 60% in size
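Compound is pinned into ATP-containing buffer (10 uM ATP, imidazole pH 7.2, 7 mM MgCl2). Kinase-Glo luciferase reagent is then added. Light output is recorded following an 8-min room-temperature incubation.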
* hit, by the source's call; u = inconclusive; x = no result given; [ ] = dose if it differs, or a comment. Calls follow the shape of the dose curve; as a rule, active = well fitted curve in the direction sought with a large enough effect; inconclusive = small, poorly fitted or top-dose-only effect, or another doubt; inactive = no such curve, though single readings can be large; an effect the other way counts as inactive or inconclusive. This is a subset; rates above refer to the full screens.

1) O=C(Nc1ccc(C(O)(C(F)(F)F)C(F)(F)F)cc1)c1ccc(Cl)c([N+](=O)[O-])c1
2) NC(=O)C1CCN(C(c2ccccc2Cl)c2nnnn2CC2CCCO2)CC1 (stereo unspecified)
3) FC(F)(F)c1cccc(-c2nc3nc(Cl)c(Cl)nc3[nH]2)c1
4) O=C(CNc1cccc2ccccc12)N/N=C/c1ccc(C(=O)O)cc1
5) CC(=O)N/C(=C/c1ccc2c(c1)OCO2)C(=O)O
6) CN(C(=O)c1cc2c(s1)-c1ccccc1S(=O)(=O)C2)c1ccccc1F
assay / entry	1	2	3	4	5	6
HttQ103 aggreg	-20%	-3%[9.22 µM]	u	7%	4%[9.22 µM]	-23%[9.22 µM]
NPSR antag	u	2%[46.1 µM]	6.3µM*	3%	-7%	-10%
IMPase Li cell	6%	12%[38.3 µM]	9%	4%	-8%	x
L3MBTL1 inh	-2%	6%	x	5%	57%[activator]	x
Epigenetic derep	-3.0%	2.0%	1.1%	-1.1%	1.1%	-7.7%
CBFb-RUNX1 inh	-9%	4%	10%	3%	0%	9%
KinaseGlo FLuc	0%	2%	-4%[7.66 µM]	-1%	-3%	x

7) Cc1ccc(OCC(=O)NNC(=O)c2cccnc2)cc1C
8) COc1cccc(-n2c(Cc3cc(=O)[nH]c(=O)[nH]3)nnc2SCc2cccc(C(F)(F)F)c2)c1
9) CCn1c(SCC(=O)N/N=C/c2ccc(C)o2)nnc1-c1ccc(C(C)(C)C)cc1
10) N#Cc1c(-c2ccc3c(c2)OCO3)ccn2nc(-c3cccc(C(F)(F)F)c3)nc12
11) Cc1cc2c(NC(=O)CCCC(=O)O)cccc2nn1
12) CC(C)(C)C(=O)C[n+]1cccc(C(N)=O)c1
assay / entry	7	8	9	10	11	12
HttQ103 aggreg	10%[9.22 µM]	-6%	17%	u	-24%[9.22 µM]	15%
NPSR antag	-14%	3%	8%	-21%[46.1 µM]	13%	16%
IMPase Li cell	0%	4%	7%	13µM*	x	3%
L3MBTL1 inh	6%	x	-6%	1%	x	6%
Epigenetic derep	1.1%	6.8%	1.0%	u	2.4%	3.4%
CBFb-RUNX1 inh	-2%	-6%	-7%	-3%	10%	15%
KinaseGlo FLuc	4%	-5%	0%	3%	x	3%

13) COc1cc(C(=O)NCCc2nc3ccccc3n2C)cc(OC)c1OC
14) COc1cccc(-c2csc(N3CCN(C(=S)Nc4ccccc4C)CC3)n2)c1
15) C/C(=N\NC(=O)C1=NNC(=O)C1C)c1cccs1 (stereo unspecified)
16) O=[N+]([O-])c1ccc(C2CNC(c3ccccc3)O2)cc1 (stereo unspecified)
17) CCOC(=O)c1sc2ncn(CC(=O)N(CC)CC)c(=O)c2c1C
18) CCOC(=O)N1CCC(NC(=O)C(NS(=O)(=O)c2ccc3c(c2)CCN3C(=O)CC)C(C)C)CC1 (stereo unspecified)
assay / entry	13	14	15	16	17	18
HttQ103 aggreg	-5%	21%[9.22 µM]	-13%	3%	-19%	-12%
NPSR antag	5%	9%	0%	14%[46.1 µM]	-23%[46.1 µM]	13%
IMPase Li cell	2%	14%	11%	-4%	26%[38.3 µM]	-5%
L3MBTL1 inh	4%	-25%	16%	4%	-2%	x
Epigenetic derep	0.0%	-1.3%	6.2%	2.4%	1.1%	-0.4%
CBFb-RUNX1 inh	-5%	-14%	-5%	6%	11%	-14%
KinaseGlo FLuc	-1%	0%	10µM*	-2%	-1%	x

19) CN1CCN(/N=C/c2ccc(-c3ccc([N+](=O)[O-])cc3Cl)o2)CC1
20) Cc1cc(C)cc(NC(=O)CC2NCCNC2=O)c1 (stereo unspecified)
21) C=CCC(Nc1ccccc1)C12C=CC(O1)C(C(=O)OC)=C2C(=O)OC (stereo unspecified)
22) OCCN1CCN(Cc2nc(-c3cccc(Cl)c3)no2)CC1
23) O=C(c1cccc(F)c1)N1CCC(O)(c2cccnc2)CC1
24) COc1cc(CN2CCNC(=O)C2CC(=O)N2CCCCO2)cc(OC)c1 (stereo unspecified)
assay / entry	19	20	21	22	23	24
HttQ103 aggreg	1%	27%	-4%[1.84 µM]	7%[9.22 µM]	9%	3%[9.22 µM]
NPSR antag	u	2%[46.1 µM]	u	-9%	-3%[46.1 µM]	-13%
IMPase Li cell	-2%	20%[38.3 µM]	22%	-1%	-10%[38.3 µM]	-5%
L3MBTL1 inh	u	x	5%	7%	3%	-30%
Epigenetic derep	u	1.9%	u	-1.2%	3.7%	-1.0%
CBFb-RUNX1 inh	-20%	4%	8%	4%	1%	15%
KinaseGlo FLuc	0%	0%	8%	x	-2%	-1%

25) CC(=O)N(c1nc(/C=C\C(=O)O)cs1)c1ccccc1F
26) CCSc1ccccc1C(=O)N1CCCC1
27) O=C(NCc1ccccn1)C(=O)Nc1nc(C23CC4CC(CC(C4)C2)C3)cs1
28) CC(NC(=O)c1ccccc1NC(=O)c1ccco1)c1ccccc1 (stereo unspecified)
29) CCC(=O)Nc1ccc(Cl)c(NC(=S)NC(=O)c2ccco2)c1
30) CCN(C(=O)c1cc2cc3ccc(C)cc3nc2o1)c1ccc(OC)cc1
assay / entry	25	26	27	28	29	30
HttQ103 aggreg	17%[9.22 µM]	18%	-13%[9.22 µM]	-11%	-5%	u
NPSR antag	-2%	5%[46.1 µM]	36%	-13%[46.1 µM]	6%	-29%[46.1 µM]
IMPase Li cell	x	12%[38.3 µM]	24%	-7%	3%	10%
L3MBTL1 inh	x	x	-12%	6%	6%	-5%
Epigenetic derep	-0.9%	0.1%	0.0%	-0.9%	0.0%	0.1%
CBFb-RUNX1 inh	3%	1%	12%	3%	0%	-8%
KinaseGlo FLuc	x	1%	-2%	4%	0%	0%

31) COC(=O)c1ccccc1Oc1ccc(NC(=O)C(C)(C)CCl)cc1
32) O=C(CN(CCN1CCOCC1)C(=O)Cn1nnc(-c2ccc(F)cc2)n1)NC1CCCCC1
33) CN1CCN(/N=C/c2nc(-c3ccccc3)n3ccccc23)CC1
34) NC(=O)NCc1cccs1
35) Cc1ccc(CSCC(=O)NCc2cccnc2)cc1
36) COC(=O)c1[nH]c2ccccc2c1NC(=O)Oc1ccccc1
assay / entry	31	32	33	34	35	36
HttQ103 aggreg	-9%	2%	13%	14%	-5%	14%
NPSR antag	-2%	-13%[46.1 µM]	-34%	12%	-5%[46.1 µM]	u
IMPase Li cell	20%	-8%[38.3 µM]	24%	-4%	-3%	17%[38.3 µM]
L3MBTL1 inh	-10%	5%	-17%	5%	7%	-4%
Epigenetic derep	-2.2%	-1.1%	2.2%	-1.9%	2.3%	1.0%
CBFb-RUNX1 inh	14%	-4%	0%	-1%	1%	-6%
KinaseGlo FLuc	0%	-3%	-1%	-1%	1%	-11%

3 entries drawn at random from the list so far:
30) CCN(C(=O)c1cc2cc3ccc(C)cc3nc2o1)c1ccc(OC)cc1
23) O=C(c1cccc(F)c1)N1CCC(O)(c2cccnc2)CC1
9) CCn1c(SCC(=O)N/N=C/c2ccc(C)o2)nnc1-c1ccc(C(C)(C)C)cc1
assay / entry	30	23	9
HttQ103 aggreg	u	9%	17%
NPSR antag	-29%[46.1 µM]	-3%[46.1 µM]	8%
IMPase Li cell	10%	-10%[38.3 µM]	7%
L3MBTL1 inh	-5%	3%	-6%
Epigenetic derep	0.1%	3.7%	1.0%
CBFb-RUNX1 inh	-8%	1%	-7%
KinaseGlo FLuc	0%	-2%	0%

Going on with the list:
37) Cc1ccc(OCCSc2nnc(-c3ccncc3)n2C)cc1
38) O=C(CN1C(=O)c2ccccc2C1=O)NN1C(=O)c2ccccc2C1=O
39) COc1ccc2nc(SCC(=O)Nc3cc(OC)c(OC)cc3C(=O)O)c(C)cc2c1
40) COc1cccc(C(=O)Nc2ccc(N(C)C)cc2)c1OC
41) CCSc1nnc(Cn2c(=O)sc3ccccc32)n1C
42) O=C(O)CCCNCc1ccccc1F
assay / entry	37	38	39	40	41	42
HttQ103 aggreg	16%	3%	14%[9.22 µM]	-8%	-31%	3%
NPSR antag	11%[7.67 µM]	u	27%	-9%[46.1 µM]	14%[46.1 µM]	1%[46.1 µM]
IMPase Li cell	-3%[38.3 µM]	-13%[38.3 µM]	-4%	31%[38.3 µM]	8%	-5%[38.3 µM]
L3MBTL1 inh	4%	-9%	-10%	x	-9%	8%
Epigenetic derep	1.6%	-1.1%	-2.4%	-1.0%	-1.0%	-0.9%
CBFb-RUNX1 inh	-11%	6%	3%	-10%	-4%	2%
KinaseGlo FLuc	0%	-3%	4%	-7%	2%	-2%

43) CC(C)N(C(=O)c1sc2cc([N+](=O)[O-])ccc2c1Cl)C(C)C
44) CN(C)S(=O)(=O)c1ccc(NC(=O)COc2ncnc3c2cnn3-c2ccccc2)cc1
45) CCC(Sc1nc2ccccc2s1)C(=O)Nc1nnc(C)s1 (stereo unspecified)
46) C=CCn1c(SCC(=O)Nc2nnc(C)s2)nnc1-c1cccnc1
47) CCCCCCC(=O)NC(Nc1ccc(S(N)(=O)=O)cc1)C(Cl)(Cl)Cl (stereo unspecified)
48) CCCC[C@@H]1C[C@H]1C(NC(=O)c1ccccc1)c1ccccc1C(F)(F)F (stereo partly specified)
assay / entry	43	44	45	46	47	48
HttQ103 aggreg	0%	u	-11%	-15%	u	x
NPSR antag	-17%[46.1 µM]	0%[46.1 µM]	-16%[46.1 µM]	3%	-16%[46.1 µM]	x
IMPase Li cell	10%[38.3 µM]	x	5%[38.3 µM]	-8%	13%[38.3 µM]	-17%
L3MBTL1 inh	x	6%	2%	x	3%	x
Epigenetic derep	0.0%	-0.9%	-1.0%	0.2%	5.3%	-1.0%
CBFb-RUNX1 inh	-6%	-1%	-5%	0%	6%	22%
KinaseGlo FLuc	-7%	x	0%	3%	0%	-6%

49) COc1cccc(CNC(=O)CN2CCC(c3nc4ccc(C)cc4[nH]3)CC2)c1
50) CC1CCc2cc(F)ccc2N1C(=O)CN1C(=O)c2ccccc2C1=O (stereo unspecified)
51) COc1ccc(-n2ncc3c(=O)n(Cc4c(F)cccc4Cl)cnc32)cc1
52) CCCCCC(=O)NC(=S)Nc1ccc(Br)cc1C
53) FC(F)Oc1ccc(-c2c[n+]3c(n2-c2ccccc2)CCCCC3)cc1
assay / entry	49	50	51	52	53
HttQ103 aggreg	x	7%	27%[9.22 µM]	4%	8%[9.22 µM]
NPSR antag	-7%	-14%[46.1 µM]	19%	-2%	15%
IMPase Li cell	4%	3%[38.3 µM]	9%	9%	x
L3MBTL1 inh	9%	12%[11.4 µM]	7%	7%	10%
Epigenetic derep	2.1%	-2.1%	9.6%	-1.0%	-1.2%
CBFb-RUNX1 inh	-2%	4%	5%	3%	10%
KinaseGlo FLuc	-2%	0%	1%	-2%	x
